Source: PubChem BioAssay (National Center for Advancing Translational Sciences (NCATS))
KDM5B inhibitor: blocks human KDM5B histone demethylase activity; Potency, µM (series often up to 57.7 µM), without a hit: at the top dose activity change, negative = inhibition, actives largely listed as inhibitors; hit rate 2.6% among 220,000; KDM5B demethylase, FDH-coupled NADH fluorescence (FDH is formaldehyde dehydrogenase); Q9UGL1; active = well fitted inhibition curve with a large enough effect; inconclusive = small, poorly fitted or top-dose-only effect; inactive = no such curve, though single readings can be large or run the other way; note: 0% is about no effect; nearly all actives have a fitted effect of over 70% in size
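Here, H3K4me3 peptide (12.5 µM in substrate mix) is demethylated by KDM5BΔAP, 200 nM final, after 10 min compound exposure. Formaldehyde product is coupled through FDH (0.25 U/mL in mix) to NADH fluorescence; 30-min ΔRFU feeds dose-response curves.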
Numbers without * were called inactive; ? = inconclusive; & = joins results of further samples; [ ] = dose if it differs, or a comment. Potency is the fitted concentration of half-maximal effect. Only part of the results is shown, so the mix of outcomes need not match the whole.

SMILES	KDM5B inhibitor
CN1CC2(CCN(Cc3cc(C#N)n(C)c3)CC2)CC(c2ccccc2)C1=O (configuration not stated)	-10.6%
CC(C)NC(=O)CNC(=O)CCc1ncc(-c2ccccc2)o1	-1.1%
CSc1ccc(/C=C/C(=O)NCc2ccc(F)cc2)cc1	?
COc1cc(F)ccc1-c1nccc2c(=O)cc(-c3cccnc3)oc12	-20.4%[86.2 µM]
O=C(c1ccn[nH]1)N1CCC(Oc2ncccc2C(=O)N2CCCCC2)C1 (configuration not stated)	-6.0%
c1cncc(-c2noc(C3CCCN(Cc4cc5n(n4)CCNC5)C3)n2)c1 (configuration not stated)	?
CCCNC(=O)N(C1CCOCC1)C1CCN(C(=O)CCc2ccc(OC)cc2)CC1	31.8%
C=Cc1ccc(COc2ccc3c(=O)c(Oc4ccccc4OC)coc3c2)cc1	-1.9%
Cc1ccsc1C(=O)NCc1ccncc1	-5.6%
O=c1[nH]c(=O)n(Cc2ccccc2)c2nc(-c3ccc(F)cc3)n(CC3CCCO3)c12 (configuration not stated)	?

Sorted by heavy-atom count (high to low): some entries from above
SMILES	KDM5B inhibitor
O=c1[nH]c(=O)n(Cc2ccccc2)c2nc(-c3ccc(F)cc3)n(CC3CCCO3)c12 (configuration not stated)	?
C=Cc1ccc(COc2ccc3c(=O)c(Oc4ccccc4OC)coc3c2)cc1	-1.9%
c1cncc(-c2noc(C3CCCN(Cc4cc5n(n4)CCNC5)C3)n2)c1 (configuration not stated)	?
CC(C)NC(=O)CNC(=O)CCc1ncc(-c2ccccc2)o1	-1.1%
CSc1ccc(/C=C/C(=O)NCc2ccc(F)cc2)cc1	?
Cc1ccsc1C(=O)NCc1ccncc1	-5.6%

Continuation:
SMILES	KDM5B inhibitor
O=C(NC(C1CC1)C1CC1)c1ccncc1	17.3%
CC(CNS(=O)(=O)c1ccc(Br)cc1)CN(C)C (configuration not stated)	0.5%
O=C(NC1CCN(Cc2ccccc2)CC1)c1ccccc1OCc1ccccc1Cl	?
CCn1cc(S(=O)(=O)Nc2cc(Cl)cc(Cl)c2)cn1	-11.7%
COc1cccc(-n2cc(C(=O)NCCCOC(C)C)c3ccccc3c2=O)c1	-8.7%
COc1ccc2oc(=O)c(S(=O)(=O)N3CCCCC3)cc2c1	-7.7%
O=C(CO)N1CCCC(N2CCN(c3cccc(C(F)(F)F)c3)CC2)C1 (configuration not stated)	11.5%
CCOC(=O)c1c(CSc2ccccc2)oc2cc(Br)c(O)c(CN(C)C)c12	-11.1%
CCNC(=O)NC(=O)C(c1ccccc1)N(C)Cc1ccc2ccccc2c1 (configuration not stated)	26.7%
O=C(Nc1nnc(S(=O)(=O)N2CCCCCC2)s1)c1ccccc1Br	-7.6%
O=C(CCc1ncc(-c2ccc(F)cc2)o1)NCc1ccccc1Cl	5.5%
O=C1NC(=O)/C(=C/c2cccc(O)c2)N1	1.4%
CCCn1nc(C(=O)N(C)Cc2ccc(OC)cc2OC)c2ccccc2c1=O	9.6%
O=C1CCN(C(=O)COc2ccccc2)CCCC(c2nc(-c3cccnc3)no2)CCN1 (configuration not stated)	-20.7%
CC(C)C(=O)Nc1ccc(-c2nc3cc(C(C)C)ccc3o2)cc1	?
O=C1CC2CCCC(C1)N2C(=O)c1ccccc1F	23.4%[86.2 µM]
COCc1ccc(C(=O)Nc2cccc(C)c2C)cc1	0.3%
C#CCN(C)Cc1nc(C2(O)CCN(C(=O)C3CCCCC3)CC2)cs1	-18.2%[86.2 µM]
COc1ccc(-n2[nH]c(-c3ccccc3)cc2=O)cc1	?
O=c1c2cnn(-c3ccc(F)cc3)c2ncn1Cc1cccc(Cl)c1	9.0%
Cc1ccc(SCc2nc3c(c(=O)[nH]c(=O)n3C)n2C)cc1	1.2%
Cc1ccc(C(=O)N2CCC(C(=O)N3CCCCCCNC(=O)CC3)CC2)s1	-17.1%
CC(C)=CC(=O)Nc1ccc(F)c(Cl)c1	21.7%
Cc1ccc(C(=O)N2CCN(C(=O)c3nnn4c3COC(c3ccc(Cl)cc3)C4)CC2)s1 (configuration not stated)	27.4%
O=c1oc2ccccc2c(NC2CCCCC2)c1NS(=O)(=O)c1ccccc1	-12.4%
COc1ccc(-c2cc(C[C@H]3CNCC[C@H]3CC(=O)N3CCN(c4ccccc4OC)CC3)no2)cc1	?
COCC1CN(C2CCC2)CC12CCN(C(=O)c1ccc(OC)c(F)c1)CC2 (configuration not stated)	?
CC(C)(CC(=O)O)CC(=O)NC(c1ccccc1)c1ccco1 (configuration not stated)	-11.0%
Cn1c(=O)c2cc(C(=O)Nc3nc(-c4ccc(C(C)(C)C)cc4)cs3)cnc2n(C)c1=O	14.0%
COC(=O)c1cc(OC(=O)c2cccc3ccccc23)cc(C(=O)OC)c1	-17.3%
O=C(NCC(O)c1ccccc1)c1ccc(CNS(=O)(=O)c2ccc(F)cc2)cc1 (configuration not stated)	21.8%
CCOc1ccccc1NC(=O)c1ccc2c(c1)CCCN2S(C)(=O)=O	-11.7%
CCNC(=O)N1CCC(Cc2ccc(C(=O)NCCc3c[nH]c4ccccc34)cc2)CC1	22.4%
O=C(O)C1(Oc2ccc3ncccc3c2)CCN(Cc2ncc[nH]2)CC1	?
Cc1ccc(-n2ncc(C(=O)NCCN3CCC(Cc4ccccc4)CC3)c2C2CCN(C(=O)OC(C)(C)C)CC2)cc1	?
N#Cc1ccc(NCCc2coc(-c3ccccc3)n2)nc1	?
C=CC[C@H]1Cc2ccccc2[C@H](CC=C)N1	2.1%
Cc1cccc(C(=O)OC2CCN(C)CC2)c1	15.0%
CCOC(=O)c1ccc(NC(=O)Cn2nc(SC)c(S(=O)(=O)c3ccc(Cl)cc3)c2N)cc1	?
Cc1ccc(NC(=O)c2c(NC(=O)C(F)(F)F)sc3c2CCCCC3)cc1	?
COc1ccc(OCc2nc3c(n2Cc2ccccc2)C(=O)N(Cc2ccccc2)CCN3)cc1OC	-18.6%
O=C(O)CSc1nc(-c2ccccc2)nc2c1CCCC2	18.7%
CCc1cc(=O)oc2cc(OCC(=O)NCc3ccncc3)c(Cl)cc12	?
CN1CCN(c2ccc(NC(=O)c3cccc(S(=O)(=O)NCc4ccco4)c3)cc2)CC1	-18.5%
CC(NC(=O)c1nccnc1N)c1cccc(Cl)c1 (configuration not stated)	?
CCOC(=O)N1CCN(C(=O)Cn2nc(-c3ccc(F)cc3)ccc2=O)CC1	-28.7%
CNC(=O)[C@H]1C[C@H](Oc2cccnc2)CN1S(=O)(=O)c1ccc(F)cc1	-13.8%
CCCS(=O)(=O)N1C[C@@H](C(=O)NC)[C@H](c2n[nH]c(C)n2)C1	33.8%
CCCCN(C)C(=O)C1CCC(Cn2c(=O)c3sccc3n(Cc3ccccc3)c2=O)CC1 (configuration not stated)	8.5%
Brc1ccc(N=Nc2ccc3ccccc3n2)cc1	-7.5%
(cont.)
SMILES	KDM5B inhibitor
COCC(=O)N1CCC(C(NC(=O)c2ccccc2)C(=O)N2CCCCC2)CC1 (configuration not stated)	?
CC(C)CCc1noc(CN(CC2CCC2)CC2CCCO2)n1 (configuration not stated)	-7.7%
Cc1ccc(-c2ncc(NC(=O)c3ccc(Cl)s3)cn2)cc1	-35.8%
Cc1ccc(S(=O)(=O)c2nc(-c3ccco3)oc2SC(C)c2ccccc2)cc1 (configuration not stated)	?
Cc1ccc(CN(Cc2ccco2)C(=O)c2oc3c(C)c(C)ccc3c2C)cc1	?
CC(C)c1ccc(CC(=O)N2CCCc3ncc(C(=O)NCc4ccccc4)cc32)cc1	-16.1%[86.2 µM]
O=C(c1nc2nc(-c3ccco3)cc(C(F)(F)F)n2n1)N1CCCCCC1	?
Cc1ccc2c(c1)c(C(=O)N1CCC3(CCNC(=O)CC3)CC1)nn2C	?
CCCc1nnc([C@H]2CCN(Cc3ccc(C)o3)C2)o1	?
CCCN1C(=O)C(O)(CC(=O)c2ccc(OC)c(OC)c2)c2ccccc21 (configuration not stated)	0.3%
COc1cc(OC)cc(C(=O)Oc2cccc3cccnc23)c1	-2.6%
CC(Nc1cc(C)cc(C)c1)=[N+](C)CCNS(=O)(=O)c1ccc(Cl)cc1	-11.8%
CCCN(CC(=O)Nc1ccccc1C)C(=O)CCCOc1ccc(Br)cc1	-3.2%
O=C(O)Cn1ccc2cc(OCCc3cccc(-c4ccccc4F)c3)cnc21	31.6µM*
O=C(CN1CCCCC1)N1CCCC(N2CCN(Cc3ccc4c(c3)OCO4)CC2)C1 (configuration not stated)	-6.8%
CCOc1c(Cl)cc(C(=O)N2CCN(C(=O)OC(C)(C)C)CC2)cc1OC	-15.6%
COc1ccc(NC(=O)c2cc(S(=O)(=O)N3CCCC(C)C3)cn2C)c(OC)c1 (configuration not stated)	-2.0%
Fc1ccc(OCc2coc(-c3ccccc3)n2)c(Br)c1	-15.4%
CC(=O)c1cc2c(cc1NC(=O)c1cccc(F)c1)OCCO2	9.8%
CC(C)C(=O)N1CCC2(CC1)OCC(C(=O)NCc1ccc(F)cc1)N2C(=O)c1ccccc1 (configuration not stated)	-8.5%
COC(=O)c1ccc(COC(=O)c2cccc3ccccc23)cc1	?
COCCNC(=O)[C@@H]1C[C@H](Oc2ccccc2)CN1C(=O)Nc1ccc2c(c1)OCCO2	30.4%
CCOc1ccc(S(=O)(=O)c2cn(Cc3ccccc3)c3ccc(OCC)cc3c2=O)cc1	-24.3%
CCN1C(=O)C2(c3cc(C)ccc31)N1CC3(C)CN2CC(C)(C1)C3=O (configuration not stated)	12.3%
CCOc1ccc(-n2nc(CO)c(C(=O)NCc3ccc4c(c3)OCO4)n2)cc1	?
COc1ccc(-c2nc(CNC(=O)NC(C)C)c(C)o2)cc1	?
O=C(CSc1ncc2c(n1)-c1ccccc1N(Cc1ccc(F)cc1)S2(=O)=O)NCc1ccccc1	-7.5%
Cc1cc2cc(-c3c(C)noc3C)nc(-c3ccccc3)c2o1	?
COc1ccc(CNc2cc(-c3ccc(OC)cc3)nc3nncn23)cc1	?
CN(C)c1ccc(C(=O)N2CCC(Oc3nccnc3N(C)C)C2)cc1 (configuration not stated)	?

Copied from the list:
KDM5B inhibitor, `COc1cc(F)ccc1-c1nccc2c(=O)cc(-c3cccnc3)oc12` is entered as -20.4%[86.2 µM]
KDM5B inhibitor, `CC(C)NC(=O)CNC(=O)CCc1ncc(-c2ccccc2)o1` is entered as -1.1%

More records follow:
SMILES	KDM5B inhibitor
COc1ccc(CN2CCc3nc(N4CCN(C)CC4)[nH]c(=O)c3CC2)c(OC)c1	-7.0%
O=C(CN1C(=O)NC2(CCOCC2)C1=O)NCCc1cccs1	-2.2%
Cc1noc(C)c1-c1cc(-c2cccc(F)c2)cn2cncc12	?
Cc1ccccc1NC(=O)Cc1nc(COC(=O)CNS(=O)(=O)c2cccc(Br)c2)cs1	-3.9%
CC(Cn1cccn1)NC(=O)N1CCN(Cc2ccco2)CC1 (configuration not stated)	14.4%
O=C(COC(=O)c1cc2ccccc2oc1=O)Nc1cccc2ccccc12	12.7%
CN1CCCCCC(O)c2cc(C(=O)NCCc3ccncc3)ccc21 (configuration not stated)	?
CNC(=S)NNC(=O)Cc1ccc(OC)cc1	12.4%
CCN(CC)c1sc(S(=O)(=O)c2ccccc2)nc1S(=O)(=O)c1ccc(C)cc1	8.6%&-12.5%
Cc1ccc(C(C)NC(=S)NC2CCCCC2)cc1C (configuration not stated)	8.4%
Cc1ccc(N(CC(=O)N2CCN(c3cccc(Cl)c3)CC2)S(=O)(=O)N(C)C)cc1	4.4%
CN(Cc1cccc(C(F)(F)F)c1)C1CCOc2ccccc21 (configuration not stated)	-13.3%[86.2 µM]
O=C(Nc1ccc(-n2cccn2)c(F)c1)C1CCCN(C(=O)c2ccoc2)C1 (configuration not stated)	18.0%
CC(C)N1CCC(O)(c2csc(CN3CCOCC3)n2)CC1	-13.1%[86.2 µM]
Cc1cccc(CC(=O)NCc2nc3cccnc3n2Cc2ccc(F)cc2)c1	-24.4%
CCCN1CCC2(CCN([S+](=O)([O-])c3ccccc3)CC2)Oc2ccccc21	?
COc1ccc(CN2C(C(=O)NCC(C)C)CSCCS2(=O)=O)cc1 (configuration not stated)	25.3%
O=C(c1ccc(Cl)c(S(=O)(=O)N2CCCCCC2)c1)N1CCCC1	41.5%
Cc1ccc2[nH]c(C(=O)Nc3ccc4c(c3)OCCO4)cc2c1	19.1%
COc1ccccc1C(=O)N[C@H]1[C@H](O)[C@H](O)C[C@@H]1c1cccnc1	13.5%[86.2 µM]
C=CCN1C(=O)c2ccc(C(=O)NCCc3ccc(OC)c(OC)c3)cc2C1=O	9.5%
O=C(/C=C/c1ccc(Br)cc1)c1cccc(O)c1	?
O=C(c1ccccc1F)N1CCC(c2nn(-c3ccc(F)cc3)c(=O)[nH]2)CC1	-9.9%
O=C1Cc2c(-c3ccccc3)n[nH]c2CN1CCOc1ccccc1	-13.2%[86.2 µM]
COC(=O)c1ccc(Cl)c(Cl)c1	29.1%
CC(=O)c1ccc(S(=O)(=O)Nc2ccc(-c3cn4c(C)csc4n3)cc2)cc1	-25.5%
CCOC(=O)c1cccc(NC(=O)c2ccc3c(c2)N(C)C2CCCCN2C3=O)c1 (configuration not stated)	?
O=C(CSc1nc(-c2ccccc2)c(-c2ccccc2)o1)N1CCC1	-9.5%
COCCNC(=O)c1nc(-c2c(C)cccc2C)c2ccccn12	35.5µM*
Cc1ccc(CNC(=O)[C@H]2CCC[C@H]2NC(=O)c2cnc(C)cn2)cc1	-1.5%
Cc1c(C(=O)NCc2ccccc2)sc2nc[nH]c(=O)c12	?

Fetched by structure from the list above:
SMILES	KDM5B inhibitor
O=C(c1ccccc1F)N1CCC(c2nn(-c3ccc(F)cc3)c(=O)[nH]2)CC1	-9.9%
COCCNC(=O)c1nc(-c2c(C)cccc2C)c2ccccn12	35.5µM*
O=C(/C=C/c1ccc(Br)cc1)c1cccc(O)c1	?
